# Runt-SMMHC FRET – blocks binding of human RUNX1 Runt domain to CBFb-SMMHC; Cerulean-Runt/Venus-CBFb-SMMHC FRET ratio 530/480, 1 h; Q01196+Q13951; 0.74% of 220,000 active; inhibition, % at 20 µM; AID 1434;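 active = mean inhibition across duplicate retests at 20 µM reaching about 50%, limit read from the data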;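 note: 0% = DMSO wells and 100% = wells with excess untagged CBFb-SMMHC; inhibitors lower the FRET ratio by blocking Runt binding to CBFb-SMMHC; some results filed as inactive read as strong as hits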
# EBV gp42 block – inhibitors of Epstein-Barr virus glycoprotein 42; Q1HVG2; Fluorescence polarization binding assay, mP read-out; inhibition, % (tested at 21.74 µM); 0.42% of 220,000 active; AID 1085; in the data active = inhibition above about 50%
# MDM2 E3 inh – blocks human Mdm2 ubiquitin ligase activity; cell-based MDM2 ubiquitination luciferase reporter, 2 h; 0 = plate control, 100 = twice control, blank-subtracted; Q00987; signal enhancement, % at 5 µM; 0.11% of 210,000 active;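 active = signal enhancement of 30% or more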;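 note: luminescence tracks abundance of the self-degrading MDM2-luciferase fusion protein; higher signal means inhibition of MDM2 E3 ligase activity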
#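 System: stable MDM2–luciferase fusion reporter cells / Input: 2000 cells seeded into each well / Schedule: 4 h settle plus 2 h compound, 37 °C / Compound: single-point 5 µM / Buffer or medium: cells held in DMEM / Benchmarks: control and blank well means / Evaluation: percent signal gain over controls, blank-subtracted / Measured by: luciferase luminescence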
# TRPN1 ag – activates the zebrafish TRPN1 channel | HEK293 zebrafish TRPN1-YFP, Fluo-8 calcium fluorescence; 100% = response to 87 µM carbachol | activation, % at 3 µM | 0.18% of 220,000 active | AID 1424;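 active = activation above its plate's cutoff, the mean activation of test wells on that plate plus 3 SD, cut at about 19% in these data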;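 note: 0% = DMSO alone and 100% = 87 µM carbachol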
#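 Control set: carbachol 87 µM as high control, DMSO as low control; system: HEK293 stable line with zebrafish TRPN1-YFP; read-out: % activation versus carbachol response; detection: intracellular calcium fluorescence with Fluo-8; doses: single test compound dose, 3 µM nominal, 0.3% DMSO; schedule: dye 1 h 37 °C plus 30 min RT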
# TRPML3 ag – activates the human TRPML3 channel. Q8TDD5. HEK293 TRPML3-YFP, Fluo-8 calcium fluorescence; 100% = the carbachol control signal. activation, % at 3 µM. 0.29% of 220,000 active. AID 1448;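 active = activation above its plate's cutoff, the mean activation of the plate's test wells plus 3 SD, cut at about 12% in these data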;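 note: 0% = DMSO only wells and 100% = carbachol wells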
# Target sequence (Q8TDD5 whole entry, looked up): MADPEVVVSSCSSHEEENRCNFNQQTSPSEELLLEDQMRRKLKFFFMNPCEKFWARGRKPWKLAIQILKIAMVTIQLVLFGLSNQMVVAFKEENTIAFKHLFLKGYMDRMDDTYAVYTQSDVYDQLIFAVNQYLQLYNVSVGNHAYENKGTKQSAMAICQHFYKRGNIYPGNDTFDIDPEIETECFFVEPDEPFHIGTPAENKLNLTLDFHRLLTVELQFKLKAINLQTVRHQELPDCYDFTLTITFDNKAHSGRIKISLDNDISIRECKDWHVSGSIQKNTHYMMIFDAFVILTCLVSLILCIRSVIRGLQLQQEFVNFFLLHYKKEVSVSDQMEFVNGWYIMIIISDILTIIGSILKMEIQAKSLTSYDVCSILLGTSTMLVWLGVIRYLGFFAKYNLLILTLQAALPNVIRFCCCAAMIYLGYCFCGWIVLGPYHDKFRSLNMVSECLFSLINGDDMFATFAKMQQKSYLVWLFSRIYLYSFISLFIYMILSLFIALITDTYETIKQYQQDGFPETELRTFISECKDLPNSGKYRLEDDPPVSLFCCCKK
#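 Material: TRPML3-YFP stable HEK293 cells | Dosing: One concentration, 3 µM nominal, 0.3% DMSO | Timing: 125 s total fluorescence read per well | Technique: Fluo-8 calcium dye fluorescence, ex 470-495, em 515-575 nm | Measure: Percent activation from peak-to-basal fluorescence ratio, scaled between DMSO and carbachol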
# TNF necrop inh – blocks TNF-alpha induced death of Jurkat FADD-/- cells | Jurkat FADD-/- TNF necroptosis rescue, ATP luminescence, 24 h; 0 = TNF only, 100 = no-TNF cells | activation (protection from cell death), % at 10 µM | 0.068% of 220,000 active;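 active = activation, meaning protection from cell death, of at least 50% relative to plate controls; inactive = activation below 50%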;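 note: necroptosis triggered by 40 ng/mL TNF-alpha added together with compound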
# p47phox inh – p47phox (human) inhibition; AID 1274; P14598; p47phox/p22phox peptide binding, fluorescence polarization, 2 h; 0.53% of 220,000 active; inhibition, % at 24.7 µM;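 active = inhibition above about 30%, limit read from the data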;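 note: 0% = p47phox with labelled peptide and 100% = labelled peptide alone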
# Target sequence (P14598 whole entry, looked up): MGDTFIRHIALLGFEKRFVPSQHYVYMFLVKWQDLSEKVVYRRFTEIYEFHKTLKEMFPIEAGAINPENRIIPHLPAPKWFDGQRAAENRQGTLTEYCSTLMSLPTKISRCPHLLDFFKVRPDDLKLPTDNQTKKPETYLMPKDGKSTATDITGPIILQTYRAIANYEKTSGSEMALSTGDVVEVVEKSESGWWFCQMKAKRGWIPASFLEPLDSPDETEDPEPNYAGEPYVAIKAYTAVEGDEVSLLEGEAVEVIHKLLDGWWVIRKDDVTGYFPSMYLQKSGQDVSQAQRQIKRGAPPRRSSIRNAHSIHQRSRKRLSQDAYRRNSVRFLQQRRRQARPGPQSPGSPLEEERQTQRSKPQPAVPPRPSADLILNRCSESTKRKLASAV
# CHOP inhibitor – CHOP inhibition in unfolded protein response; CHO-K1 CHOP-promoter luciferase, tunicamycin-induced, 15-18 h; inhibition, % at 10 µM; 3.8% of 220,000 active; AID 2732;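 active = compounds that reduced the stress-induced luciferase reporter signal by more than about 70% of percent inhibition, limit read from the data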;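 note: 0% = tunicamycin plus vehicle and 100% = wells without tunicamycin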
# PPC-1+TRAIL kill – compounds killing PPC-1 cancer cells with TRAIL present (potentiator screen, no TRAIL-free arm). PPC-1 cells + TRAIL, ATPLite viability luminescence. cell killing (% activity), % at 4 µM. 0.41% of 220,000 active. AID 1443;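 active = cell killing above 50% in the first pass at 4 µM, then a duplicate retest at 5 µM averaging 50% or more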;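 note: plate controls were cells with TRAIL plus DMSO for no effect and medium-only wells lacking cells for full effect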
# Numbers without * were called inactive; . = no result given.
SMILES,Runt-SMMHC FRET,EBV gp42 block,MDM2 E3 inh,TRPN1 ag,TRPML3 ag,TNF necrop inh,p47phox inh,CHOP inhibitor,PPC-1+TRAIL kill
O=C(CSc1nnc2scc(-c3ccccc3)n12)NCc1ccco1,0.6,9.6,-1.6,0.3,0.4,0.6,-6.4,9.0,15.7
CCOC(=O)C1CCN(C(=O)CC(NS(=O)(=O)c2ccc(OC)cc2)C(C)C)CC1 (configuration not stated),-5.5,-18.6,-8.2,0.6,-0.5,-1.3,0.9,8.0,-4.6
COc1ccc(-c2nnc(SC)o2)c(OC)c1,-4.5,-19.7,-6.6,0.7,0.5,-2.2,-7.5,0.1,2.5
CC(=O)NCCn1c(SCc2cc(F)ccc2F)nc2ccccc2c1=O,-7.1,0.0,-3.0,-0.2,0.0,-1.1,-9.0,34.1,2.0
O=C(OCC(=O)N1CCN(c2ccccc2)CC1)C1=COCCO1,4.6,-11.2,-10.3,1.4,0.3,-4.9,-8.2,-25.7,10.3
COCC(=O)n1nc(-c2ccccc2)nc1NCc1ccccc1,1.3,-17.1,-22.5,0.0,-0.3,4.7,-18.9,26.9,24.9
CC(=O)c1ccc(NC(=O)CSc2nnc(-c3ccco3)c(-c3ccco3)n2)cc1,3.7,12.7,-4.8,1.1,0.5,-1.4,-0.7,-7.3,19.6
CCCNC(=O)CC1Sc2ccccc2NC1=O (configuration not stated),-4.9,-4.6,1.7,-0.5,0.8,-1.5,-5.2,-5.9,18.0
O=C(Nc1ncnc2c1CCC2)C12CC3CC(CC(C3)C1)C2,0.4,-3.2,-8.6,0.1,1.1,-0.6,-6.1,-8.8,7.8
CCCC(C)NC(=O)c1ccc2[nH]c3c(c2c1)CC(C)CC3 (configuration not stated),-4.1,6.5,-40.9,-0.7,-0.3,1.1,-9.2,34.3,39.0

# Of the compounds above, 4 contain an aryl thioether with sulfur outside any ring.
SMILES,Runt-SMMHC FRET,EBV gp42 block,MDM2 E3 inh,TRPN1 ag,TRPML3 ag,TNF necrop inh,p47phox inh,CHOP inhibitor,PPC-1+TRAIL kill
O=C(CSc1nnc2scc(-c3ccccc3)n12)NCc1ccco1,0.6,9.6,-1.6,0.3,0.4,0.6,-6.4,9.0,15.7
COc1ccc(-c2nnc(SC)o2)c(OC)c1,-4.5,-19.7,-6.6,0.7,0.5,-2.2,-7.5,0.1,2.5
CC(=O)NCCn1c(SCc2cc(F)ccc2F)nc2ccccc2c1=O,-7.1,0.0,-3.0,-0.2,0.0,-1.1,-9.0,34.1,2.0
CC(=O)c1ccc(NC(=O)CSc2nnc(-c3ccco3)c(-c3ccco3)n2)cc1,3.7,12.7,-4.8,1.1,0.5,-1.4,-0.7,-7.3,19.6

# Single values from the results shown:
# For CHOP inhibitor, O=C(CSc1nnc2scc(-c3ccccc3)n12)NCc1ccco1 is entered as 9.0
# For TRPN1 ag, CCCNC(=O)CC1Sc2ccccc2NC1=O (configuration not stated) is entered as -0.5
# For p47phox inh, CC(=O)c1ccc(NC(=O)CSc2nnc(-c3ccco3)c(-c3ccco3)n2)cc1 is entered as -0.7

# Carrying on:
SMILES,Runt-SMMHC FRET,EBV gp42 block,MDM2 E3 inh,TRPN1 ag,TRPML3 ag,TNF necrop inh,p47phox inh,CHOP inhibitor,PPC-1+TRAIL kill
CCOC(=O)c1c(NC(=O)C2C3CCC(O3)C2C(=O)O)sc2c1CCCC2 (configuration not stated),-6.2,-12.9,-6.3,-0.1,1.2,-0.3,-7.3,10.1,-4.8
CC(C)CC(=O)c1c[nH]c(C(=O)NCc2cccs2)c1,-6.1,-12.1,-17.7,-0.4,-0.3,0.2,-3.2,47.5,20.3
Cc1cc(Nc2nc3ccccc3nc2Cl)n(-c2ccc([N+](=O)[O-])cc2)n1,2.4,-4.1,-15.6,0.5,1.1,-8.8,-1.5,55.6,-11.0
COc1ccc(C)cc1NC(=O)COCC(=O)O,1.2,-2.0,-8.1,-0.3,0.3,1.2,2.0,61.0,7.1
Cc1ccc(C2=NOC(C)(c3nnc(-c4ccc(F)cc4)o3)C2)cc1 (configuration not stated),0.9,-15.7,13.2,.,.,2.9,-3.2,8.1,25.6
CCc1nnc(NC(=O)C2CCCN2C(=O)Nc2ccccc2OC)s1 (configuration not stated),0.5,-7.8,-8.2,0.1,0.1,-1.3,-6.8,2.4,8.4
COc1ccc(NC(=O)Cn2c(=O)n(-c3ccc(OC)cc3OC)c(=O)c3c(C)c(C)sc32)cc1,-2.4,-3.2,5.8,1.6,0.3,-0.1,-16.5,13.1,1.7
Cc1ccc(NC(=O)c2cn(-c3cccc(C)n3)cn2)cc1,-14.3,-9.7,-5.0,1.2,0.4,-0.6,-15.5,-7.0,17.0
Cc1ccc2c(c1)cc(CN(Cc1ccco1)S(=O)(=O)c1ccccc1)c1nnnn12,0.1,-8.3,-13.6,1.8,0.3,-14.4,-16.6,-4.7,2.5
COc1cc2[nH]c(=S)n(Cc3cccs3)c(=O)c2cc1OC,-4.2,-12.7,-18.7,1.3,1.2,0.8,2.4,-10.9,-4.2
Cc1ccccc1C(=O)c1c[nH]c(C(=O)NCCCn2ccnc2)c1,-7.5,-1.2,-8.9,-0.7,0.4,-3.5,9.0,8.7,-2.2
CCCCCn1c2nc3ccccc3nc2c2c(=O)n(CC(C)C)cnc21,3.7,-4.8,-5.8,-0.6,0.5,0.9,-0.2,-5.8,-15.5
COC(=O)CCN(C(=O)c1cc(OC)c(OC)c(OC)c1)c1ccccn1,-0.9,-3.2,-6.7,0.2,0.3,0.0,-24.9,8.8,15.8
CC(C)N(CC#CCC(O)(c1ccccc1)c1ccccc1)C(C)C,3.5,8.2,-5.8,-0.2,0.7,1.9,-10.7,6.2,44.6
COc1ccc(N2CCN(C(CNC(=O)c3ccc4c(c3)OCO4)c3ccco3)CC2)cc1 (configuration not stated),-4.7,7.4,-4.0,3.9,3.3,1.2,-3.7,12.9,10.7
COc1ccccc1-c1cc(C(=O)Nc2cc(C)nn2-c2ccccc2)no1,-5.6,-2.3,-0.7,-0.9,0.3,-6.6,10.3,.,-1.6
CCCCOc1ccc(C(=O)N2CCCC2C(=O)O)cc1 (configuration not stated),4.3,-14.0,-2.8,-0.1,0.5,-1.1,-7.3,16.7,11.1
O=C(NCc1cccc(C(F)(F)F)c1)C1CC(c2c(Cl)cccc2Cl)=NO1 (configuration not stated),-4.8,-12.8,9.5,-1.1,0.0,-11.4,-16.2,20.1,2.7
O=C(O)Cn1ccc2ccccc21,-2.8,-5.7,.,1.1,0.6,-0.1,-6.5,4.2,-2.1
CC(C)NCC(O)(c1ccc(Cl)cc1)c1ccc(Cl)cc1,0.4,-16.8,-2.0,0.9,1.3,5.7,-4.0,14.7,15.6

# Two entries from above, reformatted.
> Cc1ccc(NC(=O)c2cn(-c3cccc(C)n3)cn2)cc1
  Runt-SMMHC FRET: -14.3	EBV gp42 block: -9.7	MDM2 E3 inh: -5.0	TRPN1 ag: 1.2	TRPML3 ag: 0.4	TNF necrop inh: -0.6	p47phox inh: -15.5	CHOP inhibitor: -7.0	PPC-1+TRAIL kill: 17.0
> CC(C)NCC(O)(c1ccc(Cl)cc1)c1ccc(Cl)cc1
  Runt-SMMHC FRET: 0.4	EBV gp42 block: -16.8	MDM2 E3 inh: -2.0	TRPN1 ag: 0.9	TRPML3 ag: 1.3	TNF necrop inh: 5.7	p47phox inh: -4.0	CHOP inhibitor: 14.7	PPC-1+TRAIL kill: 15.6

# Going on with the list:
SMILES,Runt-SMMHC FRET,EBV gp42 block,MDM2 E3 inh,TRPN1 ag,TRPML3 ag,TNF necrop inh,p47phox inh,CHOP inhibitor,PPC-1+TRAIL kill
O=c1cc(N2CCOCC2)[nH]c(=O)n1-c1ccc(Br)cc1,-0.2,5.2,-7.5,2.9,1.0,0.1,-6.3,16.8,5.8
O=C(COc1ccc(Cl)cc1)NNC(=O)CSc1nncs1,-2.7,-6.7,3.9,0.2,0.0,0.2,7.0,6.8,5.7
CCn1c(SCC(=O)NCc2ccc(C)cc2)nnc1-c1ccncc1,0.1,-8.6,-9.6,0.6,0.7,1.0,-2.5,33.6,4.2
CN(C)c1ccc(C(CC(=O)O)NC(=O)c2ccc(Cl)cc2)cc1 (configuration not stated),-0.5,-5.5,-10.6,-0.6,1.1,-2.7,1.8,-10.8,-12.3
CCc1ccc(NC(=O)c2cnc3n(c2=O)CCS3)cc1,-5.2,-6.7,-36.1,3.7,2.1,-0.7,-6.3,22.3,8.3
Cc1occc1C(=O)N/N=C/c1ccc(Cl)c([N+](=O)[O-])c1,-0.5,-5.7,.,0.8,-0.5,2.4,-11.7,-22.8,11.1
Cc1nc2ccc(F)cc2cc1C(=O)NC(C)C,0.5,-6.6,-48.3,1.2,0.3,0.3,-31.4,-9.3,-1.4
COc1ccc(C2c3ccc(O)cc3Oc3ncn(Cc4ccccc4)c(=N)c32)cc1OC (configuration not stated),21.2,0.8,-14.6,3.5,0.1,-5.2,-18.7,10.7,14.6
COc1cc2[nH]c(=O)n(CCC(=O)N3CCN(Cc4ccccc4)CC3)c(=O)c2cc1OC,-2.9,5.1,-1.6,-1.2,0.6,1.4,8.1,-11.7,21.7
CC1(C)Oc2ccc(NC(=O)C3COc4ccccc4O3)cc2O1 (configuration not stated),-1.5,5.8,-76.6,-0.4,-1.1,1.6,1.3,31.3,7.8
COc1ccc2cc(/C=N/O)c(Cl)nc2c1,-4.7,-31.5,-11.4,-1.5,0.3,8.1,-9.0,-5.2,19.1
COC(=O)c1ccccc1NC(=O)NCc1ccncc1,-1.9,-7.9,-19.3,-0.1,-0.5,0.2,-0.3,-3.2,7.6
CCOC(=O)CC1Sc2ccccc2NC1=S (configuration not stated),1.0,1.6,-16.7,-2.0,-0.5,1.3,-11.2,5.9,13.9
C=CCNC(=S)N1CCN(S(=O)(=O)c2ccc(C)cc2)CC1,-1.2,-8.3,-4.8,-1.4,-0.1,4.8,4.1,13.7,6.1
COc1ccc(/C(C)=N/OC/C(O)=C(\C#N)c2nc3ccccc3[nH]2)cc1OC,5.6,-23.5,-11.1,-1.2,0.5,-1.3,-36.0,39.1,28.1
COc1ccc(C(=O)NC(C(=O)NCc2ccccc2OC)C(C)C)cc1 (configuration not stated),-0.1,-5.5,0.0,-1.8,-0.4,0.2,-13.9,17.4,2.3
COc1cccc(/C=N/NC(=O)c2[nH]c(C)c(C(=O)N/N=C/c3cccc(OC)c3)c2C)c1,0.5,-18.0,36.0*,0.0,0.5,-0.5,-63.5,24.3,14.6
CC1CCN(C(C)C(=O)Nc2ccccc2-c2ccccc2)CC1 (configuration not stated),-1.1,0.2,-18.1,-3.5,3.6,-1.1,-1.7,69.6,-13.8
